AddAB inh: less growth of phage-infected E. coli with AddAB; 0.29% of 330,000 active; E. coli expressing H. pylori AddAB, absorbance growth; inhibition, % at 11.9 µM; in the data active = inhibition above about 12%;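 note: 0% = vehicle wells of infected cells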
PKA-R1A activ: activators of PKA-R1A complex; PKA-R1A dissociation, Cy5-IP20 fluorescence polarization; scaled: DMSO 0%, 113 µM cGMP 100%; 0.083% of 340,000 active; activation, % at 11.4 µM;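 active = percent activation above the mean of all tested compounds plus 3 SD, cut at about 19% in these data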;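 note: higher means more PKAc released from R1A so a rise in polarization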
DAGLB inh: blocks human DAGLB lipase activity | inhibition, % at 5.17 µM | 0.059% of 340,000 active | HEK293T DAGLB membrane lysate, EnzChek fluorogenic substrate; in the data active = inhibition above about 34%;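 note: 0% = enzyme with vehicle and 100% = wells lacking enzyme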
PKA-R2B activ: activators of human PKA-R2B complex. AID 504700. PKA-R2B holoenzyme dissociation, Cy5-IP20 fluorescence polarization; R2B truncated from residue 108, S112A mutant; 0% DMSO only, 100% 113 µM cGMP. P22694+P31323. 0.079% of 340,000 active. activation, % at 11.4 µM;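 active = activation above a cutoff set at the mean over all compounds plus 3 SD, cut at about 18% in these data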;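 note: higher means more holoenzyme dissociation and a rise in polarization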
Target sequence (P31323 whole entry, looked up, other chains not shown, the tested form may be a part): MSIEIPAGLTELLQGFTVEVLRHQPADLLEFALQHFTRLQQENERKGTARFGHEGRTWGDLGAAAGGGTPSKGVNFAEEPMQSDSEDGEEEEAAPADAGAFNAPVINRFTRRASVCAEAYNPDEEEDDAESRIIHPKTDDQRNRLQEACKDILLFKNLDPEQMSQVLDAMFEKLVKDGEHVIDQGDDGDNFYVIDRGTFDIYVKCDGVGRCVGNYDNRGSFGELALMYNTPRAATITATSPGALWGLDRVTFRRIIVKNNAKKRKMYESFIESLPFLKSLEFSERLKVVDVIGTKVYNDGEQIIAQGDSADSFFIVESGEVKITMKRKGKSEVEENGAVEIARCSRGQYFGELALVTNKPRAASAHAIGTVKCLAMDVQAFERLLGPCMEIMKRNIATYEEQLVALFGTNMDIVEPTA
Tat transport: E. coli Tat transport inhibition. E. coli MC4100 TorA-mCherry Tat export, fluorescence. inhibition, % at 10 µM. 0.036% of 340,000 active. AID 488895;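 active = mean replicate inhibition at least 50% and at least half of replicates individually reaching 50%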;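 note: exported cargo escapes ClpAP degradation while cytoplasmic cargo is degraded and loses fluorescence; 0% = median of neutral control wells and 100% = median of NaSCN control wells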
phage Ecoli inh: E. coli growth loss with phage present; growth absorbance; inhibition, % at 11.9 µM; AID 651602; 0.26% of 360,000 active; in the data active = inhibition above about 11%
HTR5A inv ag: HTR5A inverse agonism, opioid heterodimer counter-screen. HTR5A cell line, luminescence. inhibition, % at 9.3 µM. 0.083% of 340,000 active. AID 504634; in the data active = inhibition mostly above about 23%, no sharp cut-off; inactive = mostly below about 18%;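 note: 0% = cells with DMSO and 100% = no-cell wells with DMSO; some compounds called inactive have numbers as strong as hits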
Ecoli viability: bacterial growth inhibition, counter-screen for AddAB inhibitors. 0.27% of 330,000 active. E. coli V3065 growth, OD600 absorbance, 18 h. AID 449728. inhibition, % at 11.9 µM;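 active = inhibition above the campaign's mean inhibition across all tested compounds plus 3 SD, cut at about 9.9% in these data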;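 note: uninfected addAB+ strain grown without phage in ampicillin broth; 0% = DMSO wells and 100% = ciprofloxacin 0.95 µg/ml wells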
CDK5 inh: CDK5/p35 (human) kinase inhibition; Q00535+Q15078; Recombinant CDK5/p35, ADP-Glo luminescence, 60 min; inhibition, % at 10 µM; 0.01% of 330,000 active;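 active = highest replicate inhibition of at least 50% and at least 75% of replicates reaching 50%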;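 note: plate controls were DMSO neutral control for no effect and GW8510 at 10 µM for full effect; many of its hits are not listed in these tables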
Target sequence (Q00535 whole entry, looked up): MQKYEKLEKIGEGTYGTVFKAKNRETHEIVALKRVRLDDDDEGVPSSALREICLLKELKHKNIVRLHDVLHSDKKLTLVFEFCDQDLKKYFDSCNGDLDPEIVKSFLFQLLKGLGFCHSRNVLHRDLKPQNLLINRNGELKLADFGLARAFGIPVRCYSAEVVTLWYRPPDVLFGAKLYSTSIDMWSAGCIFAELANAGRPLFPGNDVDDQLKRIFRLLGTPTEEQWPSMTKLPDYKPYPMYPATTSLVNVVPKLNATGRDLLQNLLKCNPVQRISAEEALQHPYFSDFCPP
Target sequence (Q15078 whole entry, looked up): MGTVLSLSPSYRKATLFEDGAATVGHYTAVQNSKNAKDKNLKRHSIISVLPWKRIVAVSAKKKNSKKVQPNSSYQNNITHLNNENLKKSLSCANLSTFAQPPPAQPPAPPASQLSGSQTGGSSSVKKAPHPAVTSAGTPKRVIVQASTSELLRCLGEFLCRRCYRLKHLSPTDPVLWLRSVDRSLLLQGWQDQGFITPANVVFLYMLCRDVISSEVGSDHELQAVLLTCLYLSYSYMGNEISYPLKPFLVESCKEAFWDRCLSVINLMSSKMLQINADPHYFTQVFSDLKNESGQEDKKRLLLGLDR
Mot1-301 SUMO: blocks SUMOylation pathway, rescuing yeast Mot1-301 growth. growth rescue, % at 18.8 µM. AID 2716. 1% of 320,000 active. S. cerevisiae Mot1-301 growth rescue, ATP luminescence, 38.5C; percent above DMSO median, 100 means doubled;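 active = every valid replicate shows activation above 250% relative to neutral control wells; inactive = the rest, any valid replicate at or below 250%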;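 note: OY570 slx delta 5 strain wells were the positive control but not used for scaling; some compounds called inactive have numbers as strong as hits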
HTR5A ag ctr: activates human HTR5A in OPRM1-OPRD1 agonist counter-screen. HTR5A agonist assay, luminescence, cell-based. activation, % at 9.3 µM. 0.61% of 340,000 active. AID 504692; in the data active = activation mostly above about 9.5%, no sharp cut-off; inactive = mostly below about 7.6%;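 note: 0% = cells with vehicle only and 100% = reference agonist; strong numbers were not always called active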
* hit, by the source's call; nt = not tested or not shown.

Sequence of screens – AddAB inh	PKA-R1A activ	DAGLB inh	PKA-R2B activ	Tat transport	phage Ecoli inh	HTR5A inv ag	Ecoli viability	CDK5 inh	Mot1-301 SUMO	HTR5A ag ctr
- Cc1ccc2oc(=O)c3cnn(CC(=O)N4CCN(c5ccccc5)CC4)c3c2c1
 : 0.0	7	1	0	11	2.4	3	-1.3	0.2	23	1
- Cc1cc(=O)oc(C)c1C(=O)NC1CCCCCCC1
 : 0.0	-2	2	-14	1	0.5	13	0.8	-4.2	180	3
- COc1ccc(OC)c(NC(=O)Nc2nnc(N3CCCCC3C)s2)c1 (stereo unspecified)
 : 13*	4	1	-9	2	13*	-25	13*	-0.3	-2	5
- CCOC(=O)c1ccc(NC(=O)CCS(=O)(=O)c2cccc3nonc23)cc1
 : 1.5	5	-1	-5	-6	-0.9	8	-0.1	1.3	11	-3
- CCCC(=O)c1cc(F)c(N2CCOCC2)cc1C
 : -0.3	12	-1	-3	-6	0.0	-11	-0.4	-1.8	-7	-6
- Cc1ccc(CNc2nc(N)c([N+](=O)[O-])c(Nc3ccc(F)cc3)n2)cc1
 : 4.2	-2	-1	-2	-10	1.7	2	0.8	0.4	2	-1
- Cc1cc(=O)n2nc(N3CCCC(C(=O)NCc4ccccc4)C3)sc2n1 (stereo unspecified)
 : 2.4	-1	-2	1	-1	3.6	-28	0.8	1.9	-11	9
- O=C(CNC(=O)N1CC(=O)Nc2ccccc21)NCc1ccc(Cl)cc1
 : -0.6	-3	0	-7	-9	-2.4	-15	0.8	nt	2	-3
- COc1ccc(CCNC(=O)COC(=O)/C=C/c2ccc(OC)c(OC)c2)cc1
 : -1.2	-4	-1	-4	0	5.0	6	-0.6	-0.1	-10	-2
- CCN1CCC(C(N)=O)CC1
 : 3.1	-13	-1	3	-2	2.8	2	-1.6	1.1	34	-1
- COc1ccc(OC)c(CCNC(=O)Cn2cccc2C(=O)c2ccccc2)c1
 : 0.9	-11	-3	-5	3	2.0	-1	-1.1	-0.8	-5	-1
- COc1ccccc1CNC(=O)[C@H](C)NC(=O)C1CCN(C(=O)[C@H](CCSC)NC(=O)OC(C)(C)C)CC1
 : 3.4	-3	-1	-6	-4	-0.7	13	-1.3	-0.6	-4	2
- CCC(=O)N1CCN(c2ccccc2NC(=O)COc2ccc(C(C)C)cc2)CC1
 : -0.3	-8	-1	-2	13	1.7	8	-1.7	1.4	-26	-3
- Cc1ccc(NC(=O)C2CCN(c3nc(C)cc(C)n3)CC2)cc1
 : 0.1	0	0	6	-11	0.1	-8	0.5	0.2	-14	4
- Cc1cc(C)c2c(n1)sc1c(=O)n(-c3ccccc3)c(=O)[nH]c12
 : 0.2	-17	5	-21	-6	3.6	5	0.3	-0.9	-7	0
- Cc1ccccc1-n1ncc2c1CC(C)(C)CC2NC(=O)c1cn[nH]c1C (stereo unspecified)
 : 1.7	2	1	12	-7	1.0	7	-1.0	-0.1	nt	-2
- CC1=C(C(N)=O)C(c2ccco2)C(C(N)=O)=C(C)N1
 : 1.0	-6	-2	-5	-9	1.3	-23	2.0	-0.7	3	-3
- O=C(NC1CCN(C(=O)C2CCCCC2)CC1)c1ccccc1
 : 0.8	7	-2	4	-6	1.2	9	-0.9	-0.3	-9	-1
- Oc1ccccc1N=Cc1c(O)ccc2oc3c(c12)CCCC3
 : 4.4	-10	1	-12	-4	3.1	3	-3.6	-0.5	143	8
- O=C(N/N=C\C=C\c1ccc([N+](=O)[O-])o1)c1cccs1
 : nt	-7	0	8	23	98*	-6	nt	2.6	-6	2
- CC(=O)N1CCCc2cc(S(=O)(=O)N3CCCC(C(=O)NCc4ccccc4)C3)ccc21 (stereo unspecified)
 : -1.5	5	0	8	0	2.9	-6	-2.1	0.7	-10	-2
- COC(=O)C1=C(C(=O)OC)[C@@H]2N(C)c3ccccc3[C@@]23C[C@@H](C(=O)OC)N(C(=O)CC(C)C)C3=N1
 : 2.8	-13	1	-1	5	1.3	10	-2.0	0.0	45	0
- N#Cc1nc(COc2ccc(Cl)cc2)oc1NCc1ccc2c(c1)OCO2
 : 0.1	0	0	-4	5	-1.6	-3	-1.6	-2.0	17	4
- Cc1ccc(CCC2C3=C(CCCC3=O)OC3=C2C(=O)CCC3)cc1
 : 1.8	-4	-2	-1	-1	-1.3	-6	-0.4	-8.2	-13	8
- COC(=O)c1c(C)nc(C)c(C(=O)OC)c1-c1cccs1
 : 1.7	-7	-2	1	11	0.3	6	0.2	-1.7	nt	-2
- O=c1c(C=NCCCO)c(-c2ccccc2)[nH]n1-c1nc2ccccc2s1
 : -1.9	-5	1	-13	2	3.4	0	-1.0	-1.7	6	-5
- CC(=O)NC(Cc1c[nH]c2ccccc12)C(=O)OCC(=O)Nc1cc(C)on1 (stereo unspecified)
 : -0.1	0	0	0	8	2.6	13	0.9	1.0	-13	2
- CC(=O)Nc1cc2nn(-c3ccccc3)nc2cc1C
 : 0.2	-5	0	-5	4	-0.9	16	0.5	2.3	-9	2
- CCn1c(COc2cccc3ccccc23)nnc1SCC(N)=O
 : 3.2	-26	2	-1	-5	0.6	20	3.2	0.7	1	-1
- O=C(Nc1ccccc1Oc1ccsc1C(=O)O)c1ccccc1
 : -0.4	11	2	10	-9	4.8	13	1.3	1.5	7	-3

A different layout for three compounds above:
SMILES,AddAB inh,PKA-R1A activ,DAGLB inh,PKA-R2B activ,Tat transport,phage Ecoli inh,HTR5A inv ag,Ecoli viability,CDK5 inh,Mot1-301 SUMO,HTR5A ag ctr
CCCC(=O)c1cc(F)c(N2CCOCC2)cc1C,-0.3,12,-1,-3,-6,0.0,-11,-0.4,-1.8,-7,-6
Cc1ccc(CNc2nc(N)c([N+](=O)[O-])c(Nc3ccc(F)cc3)n2)cc1,4.2,-2,-1,-2,-10,1.7,2,0.8,0.4,2,-1
Cc1cc(=O)n2nc(N3CCCC(C(=O)NCc4ccccc4)C3)sc2n1 (stereo unspecified),2.4,-1,-2,1,-1,3.6,-28,0.8,1.9,-11,9

Entries listed above that bear a hit mark in AddAB inh.
SMILES	AddAB inh	PKA-R1A activ	DAGLB inh	PKA-R2B activ	Tat transport	phage Ecoli inh	CDK5 inh	Mot1-301 SUMO
COc1ccc(OC)c(NC(=O)Nc2nnc(N3CCCCC3C)s2)c1 (stereo unspecified)	13*	4	1	-9	2	13*	-0.3	-2

New compounds follow
Sequence of screens – AddAB inh	PKA-R1A activ	DAGLB inh	PKA-R2B activ	Tat transport	phage Ecoli inh	HTR5A inv ag	Ecoli viability	CDK5 inh	Mot1-301 SUMO	HTR5A ag ctr
- Clc1ccc(Cl)c(-c2ccc(/C=N/c3ncn[nH]3)o2)c1
 : -1.4	-5	-2	2	-4	3.0	-11	-1.3	-0.6	645	-4
- CC(C)CN(C(=O)COC(=O)Cn1cnc2ccccc2c1=O)C1CCS(=O)(=O)C1 (stereo unspecified)
 : -1.4	2	-3	-1	3	1.4	-10	-0.6	-0.3	367	-2
- CCn1c2ccccc2c2cc(NC(=O)CNC)ccc21
 : 0.0	4	-10	0	-9	1.5	-26	-2.4	-1.6	-9	1
- CCc1ccc(OCCCC(=O)Nc2ccc(N3CCOCC3)cc2)cc1
 : 1.1	-4	1	-8	2	2.5	0	0.1	-1.0	-1	1
- Cc1ccc(C(=O)C(C)OC(=O)Cn2[nH]c(=O)c3ccccc3c2=O)cc1 (stereo unspecified)
 : 1.0	-1	-2	-4	1	1.8	-4	-1.3	1.4	8	2
- CC(C)N1CCC(N2CCN(C/C=C/c3ccc(F)cc3)CC2CCO)CC1 (stereo unspecified)
 : -0.3	-4	0	-3	-2	4.7	-10	-0.4	-0.1	5	0
- Cc1cc(N2C(=O)C3CC=CCC3C2=O)no1 (stereo unspecified)
 : 4.8	1	-3	9	14	1.1	-3	-0.8	-0.6	81	0
- CC1=C(C)C(=O)C(CCCCC#CCCCC#CCO)=C(C)C1=O
 : -2.2	-10	-4	-8	4	nt	17	-1.8	-0.4	-1	-5
- O=C(NCc1cccnc1)c1cccc2c1C(=O)N(C1CCCCC1)C2
 : -2.6	5	-2	0	-1	-0.3	-25	-3.0	0.6	-19	-3
- CCCN(Cc1ccc(C)cc1)C(=O)c1ccc(CNS(=O)(=O)c2ccc(C(C)=O)cc2)cc1
 : 1.9	-6	-4	-16	-3	2.4	14	-0.7	-0.3	-16	-6
- Cc1cc2cc(CN(CCCO)S(=O)(=O)c3cccc4nsnc34)c(=O)[nH]c2cc1C
 : 1.9	8	2	-3	7	2.4	13	2.2	1.8	-11	1
- CN(CC(=O)NCc1ccccn1)S(=O)(=O)c1ccc(Cl)cc1
 : -1.7	1	1	0	2	1.9	-21	-0.7	-1.2	-6	9
- O=C1COc2ccc(C(=O)COC(=O)c3sc4ccccc4c3Cl)cc2N1
 : 0.6	0	1	-11	2	2.3	-4	-3.2	-1.2	9	2
- O=C(C1CCN(c2ncnc3c2nc2n3CCCCC2)CC1)N1CCN(c2cccc(Cl)c2)CC1
 : 2.2	-7	1	1	14	1.4	-7	0.8	nt	108	2
- COC(=O)c1ccc(CNC(=O)COC(=O)c2ccc(N(C)C)cc2)cc1
 : 3.2	3	1	10	-5	2.0	-7	0.2	0.4	5	2
- COc1ccc(CN2C(=O)c3cccnc3C2=O)cc1S(=O)(=O)N1CCCCC1C (stereo unspecified)
 : 1.0	-2	1	9	-2	0.7	1	-2.8	0.2	-15	0
- Cc1ccc2oc(/N=C(\N)NC(=O)C(C)(C)C)nc2c1
 : 1.1	-6	-4	-5	6	1.1	14	0.4	0.9	3	-9
- COCCNC(=O)c1cc2cc(Cl)cc(Cl)c2oc1=O
 : 0.3	7	0	1	2	2.9	-17	1.5	1.8	48	6
- O=S(=O)(NC1CCN(Cc2ccccc2)CC1)c1cccc(S(=O)(=O)N2CCOCC2)c1
 : -0.5	-5	0	-5	2	2.4	-15	-0.4	-1.6	3	-2
- COc1cccc(C=Nc2ccc(N3CCOCC3)cc2)c1O
 : -2.8	-6	2	-16	-10	3.2	-5	-1.4	0.3	1	7
- COc1ccccc1-n1c(SCC(=O)NC(C)(C)C)nc(O)cc1=O
 : -0.8	5	0	-1	-7	1.2	11	-0.6	-1.1	0	3
- Cc1ccc(-n2nc3c(=O)n(CCCC(=O)NCc4cccc(Cl)c4)nc(C)c3c2C)cc1
 : 0.5	2	4	1	20	0.1	6	0.0	1.4	-9	1
- Cc1ccccc1-c1nc(CS(=O)(=O)CC(=O)NCCCN2CCOCC2)c(C)o1
 : 2.6	9	2	3	0	-0.9	-8	-0.3	1.0	11	3
- O=C(NCCNc1ccc(Cl)cc1[N+](=O)[O-])c1cccnc1
 : -1.5	6	4	0	8	3.6	17	-0.9	1.2	95	-6
- O=C(CN(Cc1ccco1)C(=O)CNS(=O)(=O)c1ccccc1)NCc1ccccc1
 : 3.7	-9	-1	-21	-6	2.2	-1	1.4	1.1	-2	3

Exported bar-delimited: 2 of the compounds above
mol | AddAB inh | PKA-R1A activ | DAGLB inh | PKA-R2B activ | Tat transport | phage Ecoli inh | HTR5A inv ag | Ecoli viability | CDK5 inh | Mot1-301 SUMO | HTR5A ag ctr
Cc1ccc2oc(/N=C(\N)NC(=O)C(C)(C)C)nc2c1 | 1.1 | -6 | -4 | -5 | 6 | 1.1 | 14 | 0.4 | 0.9 | 3 | -9
CCn1c2ccccc2c2cc(NC(=O)CNC)ccc21 | 0.0 | 4 | -10 | 0 | -9 | 1.5 | -26 | -2.4 | -1.6 | -9 | 1

Compound activity as filed in PubChem BioAssay.
